# Screening data (PubChem BioAssay)
# TNAP inh no acc – inhibitors of human TNAP without phosphate acceptor. purified TNAP, CDP-star luminescence, 30 min. inhibition, % at 20 µM. actives 0.26% (n = 200,000). P05186;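 active means tissue-nonspecific alkaline phosphatase inhibition above about 50% at 20 µM in the single-dose screen, limit read from the data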;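 further: 0% = DMSO negative control and 100% = EDTA positive control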
# Target sequence (P05186 whole entry, looked up): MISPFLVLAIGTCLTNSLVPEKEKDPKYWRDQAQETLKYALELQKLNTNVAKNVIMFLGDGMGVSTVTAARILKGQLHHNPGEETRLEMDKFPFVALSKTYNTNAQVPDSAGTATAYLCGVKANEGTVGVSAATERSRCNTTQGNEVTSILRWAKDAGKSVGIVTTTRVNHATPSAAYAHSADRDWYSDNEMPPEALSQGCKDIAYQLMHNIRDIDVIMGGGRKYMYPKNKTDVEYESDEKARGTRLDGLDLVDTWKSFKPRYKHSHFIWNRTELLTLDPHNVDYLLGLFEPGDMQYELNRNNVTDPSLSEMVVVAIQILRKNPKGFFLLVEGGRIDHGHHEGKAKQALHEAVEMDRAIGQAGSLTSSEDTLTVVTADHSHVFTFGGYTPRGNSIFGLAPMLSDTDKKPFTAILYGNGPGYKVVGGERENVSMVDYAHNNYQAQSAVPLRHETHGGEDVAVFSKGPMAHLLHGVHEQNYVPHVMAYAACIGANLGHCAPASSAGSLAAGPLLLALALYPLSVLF
# TNAP inh hiacc – TNAP (human) inhibition, high acceptor; inhibition, % at 20 µM; P05186; actives 0.03% (n = 200,000); purified TNAP, CDP-star luminescence, 1 M DEA;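 active means over 50% inhibition of tissue-nonspecific alkaline phosphatase at 20 µM in the single-dose screen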;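 further: plate controls were DMSO wells for no effect and EDTA-quenched wells as full inhibition for full effect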
# PPARg SRC2 recr – PPARgamma-driven SRC-2 recruitment agonism; PPARgamma LBD-SRC-2 recruitment, biochemical; activation, % at 8 µM; actives 0.34% (n = 200,000); AID 1032; in the data active means activation above about 22%;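 further: 0% = vehicle and 100% = reference agonist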
# Target sequence (P37231 whole entry, looked up, the tested form may be a part): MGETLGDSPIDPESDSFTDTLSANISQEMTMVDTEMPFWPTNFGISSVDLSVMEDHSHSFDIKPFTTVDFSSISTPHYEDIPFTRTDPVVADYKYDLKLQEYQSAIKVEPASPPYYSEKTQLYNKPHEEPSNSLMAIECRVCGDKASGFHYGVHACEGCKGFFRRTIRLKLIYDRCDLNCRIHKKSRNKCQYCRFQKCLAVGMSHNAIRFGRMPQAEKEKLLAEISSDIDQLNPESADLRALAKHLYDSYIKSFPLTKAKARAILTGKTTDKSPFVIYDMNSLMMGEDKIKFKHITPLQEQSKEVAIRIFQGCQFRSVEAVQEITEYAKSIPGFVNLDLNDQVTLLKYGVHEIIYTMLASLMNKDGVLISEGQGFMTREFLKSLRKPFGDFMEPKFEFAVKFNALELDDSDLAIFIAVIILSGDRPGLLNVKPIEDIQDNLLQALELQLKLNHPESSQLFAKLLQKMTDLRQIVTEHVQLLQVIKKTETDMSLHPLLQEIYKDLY
# TNAP act hi DEA – activators of human TNAP at high phosphate acceptor concentration | P05186 | purified TNAP, CDP-star luminescence, 1 M DEA, 30 min; hits give high values; 0 = EDTA background, 1 = DMSO-only activity | activation factor at 20 µM | 200,000 tested, under 10 active;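 active means activation factor at least 2 at 20 µM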
#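 Test system – human TNAP · Doses – 20 µM single point · Incubation – 30 min, room temperature · Signal – luminescent substrate turnover signal · Read-out basis – activation factor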
# PPARg SRC3 recr – PPARgamma-driven SRC-3 recruitment agonism. P37231. biochemical PPARgamma/SRC-3 coactivator recruitment assay. activation, % at 8 µM. actives 0.26% (n = 200,000). AID 731; in the data active means activation above about 23%;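 further: 0% = DMSO and 100% = reference agonist; some compounds past the cut are filed as inactive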
# bIAP inh – intestinal alkaline phosphatase (bovine) inhibition | purified bovine IAP, CDP-star luminescence, 30 min | inhibition, % at 20 µM | 190,000 tested, under 10 active;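 active means over 50% inhibition of intestinal alkaline phosphatase at 20 µM in the single-dose screen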
#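 Incubation: 30 min reaction at room temperature / Material: purified bovine intestinal alkaline phosphatase (IAP) enzyme / Input: enzyme at 1/65,000,000 dilution / Dosing: 20 µM single dose / Signal: CDP-star luminescence signal / Reagent: CDP-star chemiluminescent phosphatase substrate, 30 µM final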
# PPARg SRC-1 ag – promotes SRC-1 coactivator recruitment by human PPARgamma | P37231 | PPARgamma-SRC-1 coactivator recruitment biochemical assay | activation, % at 8 µM | actives 0.41% (n = 200,000); in the data active means activation above about 19%;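 further: 0% = DMSO and 100% = reference agonist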
# TR-FRET SRC-2 ct – counter-screen for PPARgamma SRC-2 recruitment agonists: TR-FRET artefact; hits give high values; TR-FRET ratio at 8 µM; actives 0.4% (n = 200,000); in the data active means TR-FRET ratio above about 2000; further: inactives centre near 1500; reference of the scale not given here
# HMGR II inh – blocks class II HMG-CoA reductase of Enterococcus faecalis; AID 1066; purified E. faecalis HMGR, NADPH absorbance 340 nm kinetic; actives 0.41% (n = 190,000); inhibition, % at 10 µM;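 active means inhibition above a set limit, the median over all tested compounds plus 3 SD, cut at about 9.5% in these data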;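 further: enzyme runs in reverse so mevalonate oxidation gives rising NADPH absorbance; 0% = complete reaction with DMSO and 100% = background rate lacking mevalonate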
# bIAP activator – increases bovine intestinal alkaline phosphatase activity; purified bovine IAP, CDP-star luminescence, 30 min; hits give high values; fold of DMSO-control signal, blank-subtracted; activation factor at 20 µM; actives 0.17% (n = 200,000); AID 1016;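 active means activation factor of 2 or more at 20 µM, a signal rise over negative controls twice the positive control's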
# Active calls of the source: *.
1	CC(C)n1cc(/C=C2/SC(=O)N(CC(=O)N3CCCC3)C2=O)c2ccccc21
2	COc1ccc(NC(=O)C2CCCCN2S(=O)(=O)c2ccc(F)cc2)cc1 (stereo not drawn)
3	O=C(c1cccs1)N(c1ccc(Br)cc1)C1C=CS(=O)(=O)C1 (stereo not drawn)
4	CC(=O)Nc1ccc(NC(=O)Cn2cnc3c(cnn3C(C)(C)C)c2=O)cc1
5	COc1cc(/C=C(\C#N)c2nc3ccccc3[nH]2)ccc1Oc1ccc([N+](=O)[O-])cn1
6	O=C1c2ccccc2N2C(=O)c3ccccc3C2N1Cc1ccco1 (stereo not drawn)
7	Cn1nnnc1SCC(=O)N(C1CCCCC1)C1CCS(=O)(=O)C1 (stereo not drawn)
8	COCCSc1ccccc1C(=O)Nc1ccc(Cl)cc1

screen / no.,1,2,3,4,5,6,7,8
TNAP inh no acc,-1,-10,-9,-11,2,-4,-7,1
TNAP inh hiacc,0,-2,2,-1,-4,-8,-2,0
PPARg SRC2 recr,3,6,8,-9,1,3,-6,-4
TNAP act hi DEA,1,1,1,1,1,1.1,1,1
PPARg SRC3 recr,7,10,4,2,5,13,-2,4
bIAP inh,9,14,-4,9,15,4,10,8
PPARg SRC-1 ag,-4,6,9,-1,-1,6,1,8
TR-FRET SRC-2 ct,1690,1535,1602,1482,1502,1483,1629,1203
HMGR II inh,-3,0,1,-5,3,2,-6,1
bIAP activator,0.9,0.9,1,0.9,0.9,1,0.9,0.9

9	CCCCSc1nnc2nc(C)cc(C)n12
10	CCc1cc2c(=O)c(-c3ccc4c(c3)OCCO4)coc2c(CN2CCCCC2C)c1O (stereo not drawn)
11	Cn1cc(CN2CC3C[C@@H]4CC2C[C@H](C3)C4)c(-c2ccc3c(c2)OCCO3)n1
12	Cc1onc(-c2ccccc2Cl)c1C(=O)N1CCOC12CCN(c1cccc(F)n1)CC2
13	CCS(=O)(=O)c1ccc(O)c(NC(=O)COc2ccc(Cl)cc2)c1
14	Cc1cc(C(=O)OCC(=O)NCCC(C)C)c2ccccc2n1
15	O=C(CNC1CCCCCC1)c1cccs1
16	C=CCc1cc(Cl)ccc1OCCNCCOC

screen / no.,9,10,11,12,13,14,15,16
TNAP inh no acc,-10,-4,-6,-16,0,-10,-14,-5
TNAP inh hiacc,0,-4,-6,-3,0,-2,2,-1
PPARg SRC2 recr,-1,6,-2,7,3,-3,2,2
TNAP act hi DEA,1,1,1.1,1,1,1,1,1
PPARg SRC3 recr,10,5,3,2,0,-13,-3,4
bIAP inh,8,-7,-10,-12,1,3,5,21
PPARg SRC-1 ag,5,-3,-6,2,5,1,-6,4
TR-FRET SRC-2 ct,1673,1317,1274,1639,1558,1511,1354,1444
HMGR II inh,0,-4,-4,1,-3,-5,-7,-4
bIAP activator,0.9,1.1,1.1,1.1,1,1,0.9,0.8

17	O=c1nc2ccccc2c2n1CC(CN1CCN(c3ccccc3F)CC1)N2 (stereo not drawn)
18	O=C(COC(=O)C(Cc1ccccc1)NC(=O)c1ccco1)NC1CC1 (stereo not drawn)
19	CCOC(=O)C1(c2nc(N)cs2)COC(=O)C1 (stereo not drawn)
20	O=C(O)C1SCCN1S(=O)(=O)c1ccc2ccccc2c1 (stereo not drawn)
21	Cc1cccc(N2C(S)=C(C#N)C(=O)NC2c2cccs2)c1 (stereo not drawn)
22	COc1cc(/C=C/C(=O)OCC(=O)Nc2ccccc2Cl)cc(OC)c1OC
23	CC1CCCCC1NC(=S)Nc1ccc(SC(F)F)cc1 (stereo not drawn)
24	Cc1ccc2nsnc2c1NS(=O)(=O)c1c(C)ccc2nsnc12

screen / no.,17,18,19,20,21,22,23,24
TNAP inh no acc,-4,-5,-15,0,-5,-10,-8,-14
TNAP inh hiacc,0,-7,-7,7,1,1,-4,-4
PPARg SRC2 recr,-3,-8,7,5,-9,-6,7,-3
TNAP act hi DEA,1,1.1,1.1,0.9,1,1,1,1
PPARg SRC3 recr,-6,-8,2,-5,-3,0,3,12
bIAP inh,2,14,1,5,-13,-5,21,7
PPARg SRC-1 ag,-2,-1,-5,2,-1,0,0,4
TR-FRET SRC-2 ct,1413,1436,1462,1626,1525,1353,1455,1392
HMGR II inh,-1,0,-4,-6,0,-5,-8,-7
bIAP activator,1,0.9,1,0.9,1.1,1.1,0.8,0.9

25	CCN(CC)C(=O)Cn1cnc2sc(C(=O)N3CCN(Cc4ccc5c(c4)OCO5)CC3)c(C)c2c1=O
26	CC(=O)OCC(=O)[C@@]12OC(C)(C)O[C@@H]1C[C@H]1[C@@H]3C[C@H](F)C4=CC(=O)C=C[C@]4(C)[C@@]3(F)[C@@H](O)C[C@@]12C
27	O=C(Nc1cnccn1)c1ccncc1
28	CC(C)Oc1ccccc1C1CC(=O)Nc2cc3c(cc21)OCO3 (stereo not drawn)
29	Cc1cc(NC(=O)CSc2nnc(COc3ccccc3)n2Cc2ccco2)no1
30	CCOC(=O)C1CCCN(C2CCN(Cc3nc(-c4ccccc4)no3)CC2)C1 (stereo not drawn)
31	C#CCn1ccc(O)c(Cc2c(F)cccc2Cl)c1=O
32	CN1CC(=O)N(C)c2ncn(Cc3ccccc3)c2C1=O

screen / no.,25,26,27,28,29,30,31,32
TNAP inh no acc,2,-11,-3,-11,-4,-9,-8,-19
TNAP inh hiacc,-2,-2,1,-6,-9,-10,-7,-5
PPARg SRC2 recr,5,4,8,2,-6,1,12,4
TNAP act hi DEA,1,1,1,1.1,1.1,1.1,1.1,1.1
PPARg SRC3 recr,3,4,-10,-25,2,1,8,11
bIAP inh,0,-21,13,16,9,4,-4,-11
PPARg SRC-1 ag,8,12,-3,-4,-2,0,0,8
TR-FRET SRC-2 ct,1633,1619,1358,1449,1247,1487,1853,1593
HMGR II inh,0,-5,-6,-7,2,-3,6,0
bIAP activator,1,1.2,0.9,0.8,0.9,1,1,1.1

33	Cc1ccc(NC(=O)C(C)Sc2nnc(-c3cccnc3)o2)cc1 (stereo not drawn)
34	Cc1cccc(OCCCC(=O)O)c1C
35	CCC1CCCCN1Cc1ccc(OC)c(OC)c1 (stereo not drawn)
36	Cc1c(C(=O)OCC(=O)Nc2c(C)n(C)n(-c3ccccc3)c2=O)cccc1[N+](=O)[O-]
37	Cc1c(NC(=O)COC(=O)C23CC4CC(CC(Br)(C4)C2)C3)c(=O)n(-c2ccccc2)n1C
38	Cc1ccc2cc(/C=N/Nc3nc4ccccc4[nH]3)c(Cl)nc2c1
39	Cc1ccc(C(=O)NC(NCc2ccccc2)C(Cl)(Cl)Cl)cc1 (stereo not drawn)
40	CC1(C)CC(=O)c2cnc(N3CCN(c4ccccc4)CC3)nc2C1

screen / no.,33,34,35,36,37,38,39,40
TNAP inh no acc,-14,-6,-18,-7,-6,17,-8,-4
TNAP inh hiacc,-3,2,-5,0,0,12,-3,-1
PPARg SRC2 recr,-2,8,0,1,9,-11,10,-1
TNAP act hi DEA,1,1,1,1,1,0.9,1,1
PPARg SRC3 recr,3,-22,11,2,13,-7,3,15
bIAP inh,-10,6,3,3,-31,-23,6,8
PPARg SRC-1 ag,-5,0,8,6,14,-9,2,7
TR-FRET SRC-2 ct,1569,1509,1538,1501,1559,1377,1669,1506
HMGR II inh,1,-6,-1,1,-8,-11,-2,0
bIAP activator,1.1,0.9,1,1,1.3,1.2,0.9,0.9

41	CC(Oc1ccc(Br)cc1Br)C(=O)NC1CCCC1 (stereo not drawn)
42	CCc1nnc(NC(=O)c2ccc(-c3ccccc3Cl)o2)s1
43	Cc1ccnc(NC(=O)Nc2ccc(Br)cc2Cl)c1
44	CCOc1ccc(NC(=O)C2C(C(=O)O)C3(Cl)C(Cl)=C(Cl)C2(Cl)C3(Cl)Cl)cc1 (stereo not drawn)
45	COc1ccc(Cl)cc1NC(=O)CSc1ncnc2c1oc1ccccc12
46	CC(=O)Nc1ccccc1NS(=O)(=O)c1ccccc1[N+](=O)[O-]
47	O=[N+]1C2=C(CCCC2)N([O-])C12CCCC2
48	O=C(/C=C/c1ccc(Cl)cc1)N(c1ccccn1)C1CCCCC1

screen / no.,41,42,43,44,45,46,47,48
TNAP inh no acc,-6,-9,-12,-7,-6,3,-8,0
TNAP inh hiacc,-6,-3,-5,-3,-1,7,0,-4
PPARg SRC2 recr,-4,8,2,3,4,-3,3,17
TNAP act hi DEA,1.1,1,1.1,1,1,0.9,1,1
PPARg SRC3 recr,-5,8,3,-3,9,4,0,5
bIAP inh,3,12,17,-5,4,-8,17,-40
PPARg SRC-1 ag,-7,0,-11,0,6,0,7,2
TR-FRET SRC-2 ct,1467,1642,1417,1343,1698,1696,1733,1454
HMGR II inh,-1,-2,1,-2,1,-1,-3,2
bIAP activator,1,0.9,0.8,1.1,1,1.1,0.8,1.4

49	CCc1nn(-c2ccccc2)c(N)c1-c1ccc(OC)c(OC)c1
50	CN(C)S(=O)(=O)c1ccc(Cl)c(NC(=O)CSc2nc3c(cc2C#N)C(=O)CC(C)(C)C3)c1
51	O=c1[nH]c2c(s1)C(c1ccc(O)cc1)C1C3CCC(C3)C1S2 (stereo not drawn)
52	COc1ccc(/C=N/NC(=O)c2cccc(C(F)(F)F)c2)cc1
53	O=C(NCCCCc1ccccc1)C12CN(Cc3ccccc3)CC1C(c1cccc([N+](=O)[O-])c1)=NO2 (stereo not drawn)
54	CC(=O)n1cc(/C=N/NC(=O)c2sc(C)nc2C)c2ccccc21
55	Cc1cccc(N(Cc2ccc(Cl)cc2)S(C)(=O)=O)c1

screen / no.,49,50,51,52,53,54,55
TNAP inh no acc,-13,-2,-5,-9,-9,-8,-11
TNAP inh hiacc,-2,0,-1,3,0,-4,-4
PPARg SRC2 recr,5,4,2,0,0,-4,-1
TNAP act hi DEA,1,1,1,1,1,1,1
PPARg SRC3 recr,-3,-2,7,0,-2,-8,2
bIAP inh,6,-52,12,9,2,1,-5
PPARg SRC-1 ag,4,-6,6,4,-3,-2,-1
TR-FRET SRC-2 ct,1512,1729,1744,1603,1522,1542,1524
HMGR II inh,0,2,-10,-1,-2,-4,-3
bIAP activator,0.9,1.5,0.9,0.9,1,1,1.1

# 8 compounds already listed, arranged by length of the SMILES, highest first.
53	O=C(NCCCCc1ccccc1)C12CN(Cc3ccccc3)CC1C(c1cccc([N+](=O)[O-])c1)=NO2 (stereo not drawn)
50	CN(C)S(=O)(=O)c1ccc(Cl)c(NC(=O)CSc2nc3c(cc2C#N)C(=O)CC(C)(C)C3)c1
46	CC(=O)Nc1ccccc1NS(=O)(=O)c1ccccc1[N+](=O)[O-]
51	O=c1[nH]c2c(s1)C(c1ccc(O)cc1)C1C3CCC(C3)C1S2 (stereo not drawn)
45	COc1ccc(Cl)cc1NC(=O)CSc1ncnc2c1oc1ccccc12
49	CCc1nn(-c2ccccc2)c(N)c1-c1ccc(OC)c(OC)c1
55	Cc1cccc(N(Cc2ccc(Cl)cc2)S(C)(=O)=O)c1
47	O=[N+]1C2=C(CCCC2)N([O-])C12CCCC2

screen / no.,53,50,46,51,45,49,55,47
TNAP inh no acc,-9,-2,3,-5,-6,-13,-11,-8
TNAP inh hiacc,0,0,7,-1,-1,-2,-4,0
PPARg SRC2 recr,0,4,-3,2,4,5,-1,3
TNAP act hi DEA,1,1,0.9,1,1,1,1,1
PPARg SRC3 recr,-2,-2,4,7,9,-3,2,0
bIAP inh,2,-52,-8,12,4,6,-5,17
PPARg SRC-1 ag,-3,-6,0,6,6,4,-1,7
TR-FRET SRC-2 ct,1522,1729,1696,1744,1698,1512,1524,1733
HMGR II inh,-2,2,-1,-10,1,0,-3,-3
bIAP activator,1,1.5,1.1,0.9,1,0.9,1.1,0.8
